OX1R antag-1 = antagonists of human orexin 1 receptor (OX1R). OX1R-expressing cells, FRET antagonist read-out. inhibition, % at 6.6 µM. hit rate 1.8% among 330,000. AID 485270, 2010; in the data active = inhibition mostly above about 38%, no sharp cut-off; inactive = mostly below about 40%;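 also: 0% = agonist challenge alone and 100% = reference antagonist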
Target sequence (O43613 whole entry, looked up): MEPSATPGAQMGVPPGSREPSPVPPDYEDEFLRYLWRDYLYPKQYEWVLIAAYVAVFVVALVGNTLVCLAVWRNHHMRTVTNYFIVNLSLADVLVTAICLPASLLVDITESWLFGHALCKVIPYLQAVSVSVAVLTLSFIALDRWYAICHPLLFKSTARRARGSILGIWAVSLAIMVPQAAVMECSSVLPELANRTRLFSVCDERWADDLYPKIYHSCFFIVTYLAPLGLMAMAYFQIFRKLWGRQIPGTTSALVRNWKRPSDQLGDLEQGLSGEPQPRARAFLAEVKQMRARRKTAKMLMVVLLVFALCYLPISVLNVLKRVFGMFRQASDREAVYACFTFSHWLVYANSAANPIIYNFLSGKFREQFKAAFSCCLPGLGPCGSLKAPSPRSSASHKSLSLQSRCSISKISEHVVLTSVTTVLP
OX1R antag-2 = OX1R (HCRTR1) antagonists, primary screen, fluorescence, CHO/OX1R cells, Fluo-8 calcium, orexin A. Orexin/Hypocretin receptor type 1 (Homo sapiens), O43613. Fluo-8 calcium fluorescence. inhibition, % at 5 µM. hit rate 0.43% among 330,000. AID 434989, 2010;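 active = inhibition above its plate's threshold, mean inhibition of all tested compounds on the plate plus 3 SD, cut at about 37% in these data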;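 also: 0% = orexin A challenge wells and 100% = SB-334867-A antagonist wells; not every result past the cut was called active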
CHT PAM = CHT positive allosteric modulators, primary screen, cell-based, membrane potential dye, choline EC20 | AID 488977, 2010 | hit rate 0.49% among 310,000 | CHT-expressing cells; hits give high values; LV-AA mutant CHT in HEK293 cells | B-score at 10 µM | High affinity choline transporter 1 (Homo sapiens), Q9GZV3;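 active = initial fluorescence not abnormally high and integrated response B-score, plate-corrected, over 3 SD above library mean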
Target sequence (Q9GZV3 whole entry, looked up): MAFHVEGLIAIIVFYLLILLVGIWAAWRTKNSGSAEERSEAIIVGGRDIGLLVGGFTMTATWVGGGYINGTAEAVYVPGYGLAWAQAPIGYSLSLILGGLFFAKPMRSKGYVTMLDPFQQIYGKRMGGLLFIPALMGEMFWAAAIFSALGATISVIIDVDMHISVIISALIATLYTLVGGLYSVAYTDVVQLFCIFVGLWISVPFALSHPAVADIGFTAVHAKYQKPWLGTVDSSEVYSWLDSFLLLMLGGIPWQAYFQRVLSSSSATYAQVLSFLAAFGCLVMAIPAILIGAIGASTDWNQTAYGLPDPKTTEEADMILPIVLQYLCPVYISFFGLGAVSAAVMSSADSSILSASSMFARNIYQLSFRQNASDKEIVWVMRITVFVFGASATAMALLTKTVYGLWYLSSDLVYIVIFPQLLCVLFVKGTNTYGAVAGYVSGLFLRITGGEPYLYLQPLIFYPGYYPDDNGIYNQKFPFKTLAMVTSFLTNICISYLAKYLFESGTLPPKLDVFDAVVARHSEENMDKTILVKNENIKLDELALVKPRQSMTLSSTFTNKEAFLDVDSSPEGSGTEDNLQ
Numbers without * were called inactive; i = inactive; . = no result given.

SMILES | OX1R antag-1 | OX1R antag-2 | CHT PAM
N/C(=N\OC(=O)COc1ccc2ccccc2c1Br)c1cccnc1 | 15 | -12 | i
Cc1cc(S(=O)(=O)NCCCN2CCOCC2)ccc1Br | 2 | -33 | .
CCS(=O)(=O)N1CCN(c2ccc([N+](=O)[O-])c(N3CCOCC3)c2)CC1 | 39 | -4 | i
COC(=O)C1=C(C)NC(=O)C1(Nc1nccs1)C(F)(F)F (centres undefined) | 17 | -2 | i
Cc1c(Cl)c([N+](=O)[O-])nn1CCCC(=O)NCCc1ccccc1 | 10 | -16 | i
O=C(Cn1nnc(-c2ccccc2)n1)NCc1ccc2c(c1)OCO2 | 36 | 10 | i
Cc1cccc(C)c1NC(=O)COC(=O)CCc1c[nH]c2ccccc12 | 7 | 16 | .
CCS(=O)(=O)N1CCN(Cc2nc3ccccc3c(=O)[nH]2)CC1 | 15 | -11 | i
CCOc1ccc(-c2c(C(=O)N/N=C/c3cccc(Br)c3)nnn2-c2nonc2N)cc1 | 12 | 17 | i
Cc1c(CC(=O)O)c(=O)oc2c(C)c(OCc3ccccc3Br)ccc12 | 5 | -2 | i
CCC(=O)NC1CCN(C(=S)NC)CC1 | 10 | -5 | i
CCN(CC(=O)NCc1cccs1)C(=O)c1cc(S(=O)(=O)NCc2ccccc2)ccc1C | 16 | -33 | i
CCOC(=O)C1=C(COC(=O)c2c(OC)cccc2OC)NC(=O)NC1C (centres undefined) | 24 | -27 | i
Cc1cc(C)cc(C(=O)NC(=S)Nc2ccc3[nH]c(=O)[nH]c3c2)c1 | 10 | 1 | i
O=C(NCCc1ccccc1)C(=O)NCC1CCCO1 (centres undefined) | 5 | 8 | i
CCCc1cc(C(=O)N2CCCC(Cc3cccc(Cl)c3)(C(=O)OCC)C2)n(C)n1 (centres undefined) | 19 | -15 | i
CCCOc1ccc(N2C(=O)CC(N(Cc3ccco3)C(=O)CCC(=O)O)C2=O)cc1 (centres undefined) | 6 | -3 | i
O=C(CN1CCOCC1)N1CCCc2c1c(=O)oc1ccc(OCc3ccccc3)cc21 | 10 | -26 | i
O=C(CN1C(=O)/C(=C/c2c(F)cccc2Cl)Oc2ccccc21)NCc1ccco1 | 43 | -18 | i
O=C(C(=O)N1CCCCC1)c1c(-c2ccccc2)[nH]c2ccccc12 | 18 | -6 | i
COc1ccccc1NNC(=O)C(O)(c1ccccc1)c1ccccc1 | 24 | -8 | i
CC1(C)CC(=O)C2=C(C1)NC1=C(C(=O)c3ccccc31)C2c1cccnc1 (centres undefined) | 30 | -14 | i
Cc1ccc(N/C=C2\C(=O)C3(C)CCC2C3(C)C)cc1C (centres undefined) | 16 | -32 | i
O=C(COc1cccc(Br)c1)NN=C1c2ccccc2-c2ccccc21 | 13 | -10 | i
CCN(CC)CCNC(=O)C(=O)NCC1OCCN1C(=O)c1ccc2c(c1)OCO2 (centres undefined) | 8 | -1 | i

The last 4 records of the section before come first, to join the parts:
SMILES | OX1R antag-1 | OX1R antag-2 | CHT PAM
CC1(C)CC(=O)C2=C(C1)NC1=C(C(=O)c3ccccc31)C2c1cccnc1 (centres undefined) | 30 | -14 | i
Cc1ccc(N/C=C2\C(=O)C3(C)CCC2C3(C)C)cc1C (centres undefined) | 16 | -32 | i
O=C(COc1cccc(Br)c1)NN=C1c2ccccc2-c2ccccc21 | 13 | -10 | i
CCN(CC)CCNC(=O)C(=O)NCC1OCCN1C(=O)c1ccc2c(c1)OCO2 (centres undefined) | 8 | -1 | i
CC(NC(=O)C1CCCN1C(=O)OCc1ccccc1)c1ccccc1 (centres undefined) | 12 | -28 | i
Cc1cccc(-n2c(O)c(C=Nc3cc(O)ccc3C)c3ccccc3c2=O)n1 | 32 | -32 | i
O=C(COc1ncnc2sccc12)NC1CCS(=O)(=O)C1 (centres undefined) | 8 | 4 | i
O=C(CC12CC3CC(CC(C3)C1)C2)NCc1ccco1 | 6 | -20 | i
[O-]/C(=C(\C(=S)Nc1ccccc1F)[n+]1ccccc1)c1ccc(OC(F)F)cc1 | 7 | -9 | i
Cc1c(CCOC(=O)C2C3CC4CC(C3)CC2C4)sc[n+]1CC(=O)c1ccc(Br)cc1 (centres undefined) | 2 | -5 | i
Cc1cc(C)nc(SCc2nnc(SCC(=O)O)n2-c2ccccc2)n1 | 7 | -10 | i
O=C(NCc1ccccn1)C(=O)C1C(=O)Nc2ccccc21 (centres undefined) | 26 | 2 | i
c1ccc(Oc2cc(-c3ccccc3)nc(-c3ccccc3)n2)cc1 | 14 | -21 | i
COc1ccccc1NS(=O)(=O)c1c(C)[nH]c(C)c1C(=O)N1CCCC1 | 19 | -8 | i
COc1ccc(CNC(=O)Cc2cccs2)cc1 | 4 | -2 | i
Nc1c(Br)c(=O)[nH]c(=O)n1-c1ccccc1 | 0 | 1 | i
N#CC1=C(S)N(c2ccc(F)cc2)C2(CCCCC2)NC1=O | 8 | -11 | i
O=C(NCc1ccc2c(c1)OCO2)Nc1ccc2nsnc2c1 | 37 | 1 | i
O=C(Nc1cccc(C(=O)O)c1)/C(=C\c1ccccc1Cl)NC(=O)c1ccco1 | 1 | -6 | i
O=C(N/N=C/c1ccccn1)c1ccc(N/N=C/c2ccccn2)cc1 | 24 | -28 | i
COc1ccc(S(=O)(=O)N2CCCCCC2)cc1C(=O)N(C)CC(=O)Nc1ccc(Cl)c(Cl)c1 | 10 | -13 | i
CCOCc1c(C(=O)OCC(=O)Nc2ccccc2C(N)=O)oc2ccccc12 | 19 | -4 | .
CCN(CC(=O)NCc1ccc(F)cc1)C(=O)Cc1ccc(OC)cc1 | 36 | -24 | i
CCOc1ccc2nc(NC(NC(=O)CC)(C(=O)OC)C(F)(F)F)sc2c1 (centres undefined) | 16 | -25 | i
CN1C(=O)Cc2cc(S(=O)(=O)Nc3ccc(Cl)cc3)ccc21 | -1 | -8 | i
COc1cc(OC)c(NC(=O)CCc2nc(-c3cccs3)no2)cc1Cl | 32 | -17 | i
O=C1CC(=O)N(CCNc2ncc(C(F)(F)F)cc2Cl)C(=O)N1 | 7 | -1 | i
COc1cccc(C(=O)NN2c3ccccc3CCc3ccccc32)c1 | 20 | -26 | i
CCn1c(=O)n(CC(=O)N2CCN(c3ccccc3F)CC2)c(=O)c2ccccc21 | 13 | -16 | i

2 entries picked at random from the list so far:
SMILES | OX1R antag-1 | OX1R antag-2 | CHT PAM
CCN(CC(=O)NCc1ccc(F)cc1)C(=O)Cc1ccc(OC)cc1 | 36 | -24 | i
Cc1cc(C)nc(SCc2nnc(SCC(=O)O)n2-c2ccccc2)n1 | 7 | -10 | i

Sorted by heavy-atom count (high to low): some entries from above
SMILES | OX1R antag-1 | OX1R antag-2 | CHT PAM
CCn1c(=O)n(CC(=O)N2CCN(c3ccccc3F)CC2)c(=O)c2ccccc21 | 13 | -16 | i
Cc1cccc(-n2c(O)c(C=Nc3cc(O)ccc3C)c3ccccc3c2=O)n1 | 32 | -32 | i
COc1cc(OC)c(NC(=O)CCc2nc(-c3cccs3)no2)cc1Cl | 32 | -17 | i
c1ccc(Oc2cc(-c3ccccc3)nc(-c3ccccc3)n2)cc1 | 14 | -21 | i
O=C(NCc1ccc2c(c1)OCO2)Nc1ccc2nsnc2c1 | 37 | 1 | i

(next part)
SMILES | OX1R antag-1 | OX1R antag-2 | CHT PAM
COc1cc(/C=C2\SC(=S)N(N(C)c3ccccc3)C2=O)ccc1O | 6 | 12 | i
COc1ccc(/C(O)=C2/C(=O)C(=O)N(CCN(C)C)C2c2ccc(OC)c(OC)c2)c(C)c1 (centres undefined) | 7 | -11 | i
Cc1cccc(NC(=S)Nc2ccc3cn[nH]c3c2)c1 | 0 | 0 | i
CCCCCCCCN1C(=O)C(O)=C(C(C)=O)C1c1ccccn1 (centres undefined) | 2 | -16 | i
O=C(c1ccccc1)C1CCN(C(=O)Nc2ccccc2)CC1 | 12 | -39 | i
CCN(CC)C1=C(Cl)C(=O)C(Cl)C12OCCO2 (centres undefined) | 8 | -18 | i
Cc1ccc(N(CC(=O)N2CCCCCC2)S(C)(=O)=O)cc1Cl | 4 | -32 | i
CC1=C(C(N)=O)C(c2ccc(Br)cc2)n2ncnc2N1 (centres undefined) | 4 | -10 | i
Cc1ccc(N2C(=O)CC(c3ccsc3)C3=C2CC(C)(C)CC3=O)cc1 (centres undefined) | 8 | -38 | i
NS(=O)(=O)c1ccc(CCNC(=O)CN2C(=O)COc3ccc(S(=O)(=O)N4CCCC4)cc32)cc1 | -2 | -24 | i
COc1ccc(CNC(=O)c2noc3c2CCCCC3)cc1 | 9 | -26 | i
CNc1c(NC(=O)C2CCC(C)CC2)c(=O)oc2ccccc12 (centres undefined) | 12 | -12 | i
Cc1ccc(N2CCN(S(=O)(=O)c3ccc4c(c3)oc(=O)n4C)CC2C)cc1 (centres undefined) | 6 | -26 | i
COc1ccc(C(=O)O)cc1S(=O)(=O)Nc1ccc(N2CCCCC2)cc1 | 5 | -6 | .
Cc1ccc(NC(=O)C2CCN(S(=O)(=O)c3cccc4nonc34)CC2)cc1 | 20 | -14 | i
CC(=O)c1cc(CCC(=O)NC2CCCCCC2)oc1C | 13 | -19 | i
COc1ccc(Br)cc1/C=N/NC(=O)CNC(=O)c1cccnc1 | 2 | 4 | i
CC(=O)Nc1ccc(S(=O)(=O)NCC2CCC(C(=O)N3CCN(c4ccccn4)CC3)CC2)cc1 (centres undefined) | -3 | -20 | i
COc1cc(OC)cc(C(=O)N[C@H](C(=O)Nc2ccccc2N2CCOCC2)C(C)C)c1 | 8 | -34 | i
COc1cccc(OCCOCCN(C)CCO)c1 | 19 | -11 | i
Fc1ccc(-c2nnc(Cc3ccc(Cl)cc3)o2)cc1 | -2 | -7 | i
CCCCN(CCCC)c1ccc(C(=O)c2ccccc2C(=O)O)c(O)c1 | 18 | 78* | i
COc1ccc(-n2nc(C(=O)NCC(=O)NCCc3ccc(OC)c(OC)c3)c3ccccc3c2=O)cc1 | 3 | -42 | i
CCOc1nnnc2c1sc1nc(N3CCOCC3)c3c(c12)CCCC3 | 6 | 0 | i
Cc1coc2cc3oc(=O)c(CC(=O)N(C)CC(=O)O)c(C)c3cc12 | -6 | -10 | i
Later entries:
SMILES | OX1R antag-1 | OX1R antag-2 | CHT PAM
CCN=C(Nc1cccc(F)c1)SC1CC(=O)N(c2ccc(OC)cc2)C1=O (centres undefined) | 20 | 0 | i
CC(C)(C)c1ccc(C(CC(=O)O)NC(=O)C23CC4CC(CC(C4)C2)C3)cc1 (centres undefined) | -10 | -10 | i
Cc1[nH]n(-c2ccccc2)c(=S)c1C=Nc1ccc([N+](=O)[O-])cc1 | 18 | 36 | i
CCN1CCN(S(=O)(=O)c2cc(OC)ccc2OC)CC1 | 4 | -5 | i
Cc1n[nH]c(=O)c2c(NC(=O)CSc3nnnn3-c3ccc(O)cc3)oc(C)c12 | 26 | -17 | i
NC(=O)COc1ccc2oc(=O)cc(-c3cc4ccccc4o3)c2c1 | 6 | -21 | i
Cc1cc(C)n(CC(=O)N2CCCC(N3CCN(Cc4ccc5c(c4)OCO5)CC3)C2)n1 (centres undefined) | 11 | -17 | i
CCN(CC)c1ccc(/C=N/NC(=O)c2c[nH]c3ccccc23)cc1 | 14 | -12 | i
O=C(Nc1ccccc1F)C(=O)c1cn(CC(=O)N2CCCCC2)c2ccccc12 | 27 | -38 | i
Cc1ccc(OCC(=O)NNC(=O)c2cc3ccccc3o2)cc1C | 6 | -5 | i
O=C(O)CCc1ccc(-c2cccs2)n1NC(=O)c1ccccc1Br | 15 | -18 | i
Cc1ccc(S(=O)(=O)NCC(=O)OCc2cc(=O)oc3c(C)c(C)ccc23)cc1C | 14 | -24 | .
CN(C)CC/C=C1/c2ccccc2Sc2c(O)cc(Cl)cc21 | 6 | 2 | i
C[C@@H]1CN([C@H](C)CO)C(=O)c2cc(NC(=O)Nc3ccc(C(F)(F)F)cc3)ccc2O[C@H]1CN(C)S(=O)(=O)c1ccccc1 | 0 | -18 | .
CCc1ccc(N(CC(=O)NC(C)(C)C)C(=O)CNC(=O)c2cccs2)cc1 | 11 | -16 | i
CCn1c(-c2nonc2NC(=O)c2ccccc2)nc2ccccc21 | 10 | 0 | i
NC(N)=NC(N)=Nc1cccc(Cl)c1 | 6 | -10 | i
Cc1ccc(S(=O)(=O)Cc2ccc(C(=O)NCCc3ccccc3)o2)cc1 | 26 | -15 | i
CCOc1ccc(N=C2NC(=O)SC2CC(=O)OC)cc1 (centres undefined) | 13 | 12 | i
COc1ccc(C(=O)NC(=S)NCc2cccnc2)cc1OC | 3 | -24 | i
COc1cc(NC(=O)CCc2nnc3ccc(N4CCC5(CC4)OCCO5)nn23)cc(OC)c1 | 13 | -9 | i
C/C(=N\NS(=O)(=O)c1ccccc1)c1cccc(NC(=O)c2cccc(Cl)c2)c1 | 15 | -24 | i
CC(C)CNS(=O)(=O)c1ccc(CCC(=O)N2CCN(Cc3ccccc3)CC2)cc1 | 6 | -38 | i
CCOC(=O)C1CCCN(C(=O)c2cc(S(=O)(=O)N3CCCCC3)ccc2C)C1 (centres undefined) | 29 | -22 | i
Cc1ccccc1NC(=O)C(C)c1cccc(C(=O)c2ccccc2)c1 (centres undefined) | 29 | -10 | i
Cc1ccc(-c2nc(N/N=C/c3cccc([N+](=O)[O-])c3)c3ccccc3n2)cc1 | 7 | -16 | i
CCOc1ccc(NS(=O)(=O)c2ccc(OCC(=O)NCc3ccncc3)cc2)cc1 | 4 | -18 | i
CCOc1ccccc1/C=C(/C#N)C(N)=O | -8 | -14 | i
CN(C)C(=O)CSc1nnc(Cc2ccc([N+](=O)[O-])cc2)o1 | 23 | -8 | i
COC(=O)c1sc(NC(=O)c2ccncc2)nc1C | 24 | 3 | i

Compound activity as filed in PubChem BioAssay.
